Compound activity from PubChem.
AID2073: disruptors of CaV2.2 binding to Mint1 – biochemical, HTRF (AID 2073); hit rate 0.19% among 290,000; inhibition, % at 20 µM; hits with a dose series show IC50 in µM; HTRF protein-protein interaction, Mint1-CaV2.2; higher % means a stronger effect; in the data active means inhibition mostly above about 51%, no sharp cut-off; inconclusive means no clear call, values can overlap the other calls; inactive means mostly below about 53%; further: some results filed as inactive read as strong as hits
HIV peptide binding: cell-free HIV fusion peptide-binding blockers – biochemical, uHTS, fluorescence dequenching, primary screen (AID 1986); cell-free peptide binding, fluorescence dequenching, 30 min; higher % means a stronger effect; one-dose inhibition, % at 20 µM; IC50 in µM for titrated hits; hit rate 0.3% among 290,000; in the data active means inhibition mostly above about 52%, no sharp cut-off; inactive means mostly below about 76%; further: some results filed as inactive read as strong as hits
Rac1 GTP hydrolysis: MgcRacGAP GTPase-activating activity inhibitors, confirmation, biochemical, ADP Hunter fluorescence | MgcRacGAP-stimulated Rac1 GTP hydrolysis, ADP Hunter fluorescence; higher % means a stronger effect; GST-tagged Rac1 F28L mutant substrate | inhibition, % at 30 µM; hits with a dose series show IC50 in µM | hit rate 0.6% among 340,000 | AID 624330;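 active means first-screen hits whose inhibition reached a set limit at any dose in the follow-up dose series; inconclusive means inhibition above the set first-screen limit but never retested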;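 further: fluorescence reports GDP produced by GAP-driven GTP hydrolysis; strong numbers were not always called active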
SIAH1 antagonists: Siah-1 peptide-binding antagonists, primary screen, biochemical, fluorescence polarization, rhodamine-plectin, uHTS (AID 1817); Siah-1 / rhodamine-plectin peptide fluorescence polarization; higher % means a stronger effect; displacement, % at 20 µM; hits with a dose series show IC50 in µM; hit rate 0.02% among 290,000;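 active means displacement of at least 50% at 20 µM, with a fluorescence ratio check between 0.3 and a set limit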;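 further: plate controls were Siah plus tracer with DMSO for no effect and tracer alone without Siah for full effect; strong numbers were not always called active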
XIAP antagonists: XIAP antagonists, biochemical, IAP family, fluorescence polarization (AID 1018) | hit rate 0.007% among 200,000 | displacement, % at 20 µM; hits with a dose series show IC50 in µM | XIAP BIR domain, fluorescence polarization peptide displacement; higher % means a stronger effect; in the data active means displacement above about 50%; further: a part of the inactive calls stands beside numbers as strong as those of hits
LYP phosphatase: PTPN22 lymphoid phosphatase activity blockers – biochemical, fluorescence intensity, uHTS (AID 1779) | recombinant LYP phosphatase, fluorescence intensity; higher % means a stronger effect | one-dose inhibition, % at 11.5 µM; IC50 in µM for titrated hits | hit rate 0.054% among 290,000; in the data active means inhibition above about 50%;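 further: plate controls were vehicle with enzyme for no effect and no enzyme for full effect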
RSV antiviral HEp-2: RSV antiviral activity via CPE protection, HEp-2 cells, primary 10 µM value included (AID 2391); HEp-2 cells, RSV-induced CPE inhibition; higher % means a stronger effect; hit rate 0.13% among 310,000; CPE inhibition, % at 10 µM, or IC50 in µM where a hit was titrated; in the data active means a potency from the dose series; inconclusive means CPE inhibition mostly from about 23% at the one dose, without a potency; inactive means the rest, 99 in 100 with CPE inhibition below about 21%; further: strong numbers were not always called active
Dengue-2 NS5 capping: Dengue-2 NS5 methyltransferase inhibitors, primary screen, biochemical, confirmation dose response (AID 588689); Dengue-2 NS5 methyltransferase capping enzyme assay, biochemical; higher % means a stronger effect; one-dose inhibition, % at 25 µM; IC50 in µM for titrated hits; hit rate 0.3% among 340,000; in the data active means a potency from the dose series; inconclusive means inhibition above about 29% without an active follow-up result
Large T inhibition: TAg ATPase/helicase activity blockers – biochemical (AID 1903); SV40 large T antigen ATPase/helicase inhibition assay; higher % means a stronger effect; inhibition, % at 20 µM, or IC50 in µM where a hit was titrated; hit rate 0.39% among 310,000; in the data active means a potency from the dose series; inconclusive means inhibition mostly from about 32% at the one dose, without a potency; inactive means the rest, 99 in 100 with inhibition below about 32%; further: strong numbers were not always called active
Dengue-2 NS5 capping pilot replicate: further read-out of Dengue-2 NS5 capping, marked with its call; inhibition, %; measured here: pilot screen replicate inhibition
Numbers without * were called inactive; u = inconclusive; x = no result given.

SMILES	AID2073	HIV peptide binding	Rac1 GTP hydrolysis	SIAH1 antagonists	XIAP antagonists	LYP phosphatase	RSV antiviral HEp-2	Dengue-2 NS5 capping	Large T inhibition	others
O=C(Cn1c(=O)c2c(ncn2Cc2ccccc2)n(Cc2ccccc2)c1=O)N1CCc2ccccc21	8%	-0.9%	7%	3%	-1.5%	0%	8.3%	0%	7%
COc1cccc(C2C=C(c3ccc(OC)cc3OC)Nc3nnnn32)c1 (stereo not drawn)	8%	-0.9%	10%	0%	-0.6%	-3%	-1.0%	u	4%
Cc1nc(C)c(-c2nnc(-c3cccc(S(=O)(=O)N(C)C)c3)o2)cc1C(=O)NN	17%	1.6%	7%	0%	x	-7%	1.5%	1%	9%
COc1ccc(CNC(=O)OCCN2CCN(Cc3ccccc3)CCC2=O)cc1	0%	0.6%	9%	0%	-3.8%	-2%	1.9%	-1%	4%
COc1ccc2c(c1OC)C(=O)OC2CC(=O)c1ccc(N(C)C)cc1 (stereo not drawn)	13%	7.5%	12%	-1%	20%	0%	0.1%	1%	12%
CC(=O)[C@@]1(O)C(C)CC2C3C=C(C)C4=Cc5c(cnn5-c5ccccc5)C[C@]4(C)C3C(O)C[C@@]21C (stereo partly drawn)	12%	0.5%	4%	2%	x	9%	-2.0%	0%	5%
O=C(Nc1ccc(-c2nc3ccccc3s2)cc1)C1=COCCO1	7%	-0.8%	7%	10%	-5.0%	-10%	0.6%	-1%	11%
CN(Cc1ccccc1)C(=O)c1ccc([N+](=O)[O-])o1	10%	-2.3%	-1%	0%	-18%	4%	1.0%	-2%	3%
CCN(C(=O)COC(=O)c1cc(-c2cccc3ccccc23)nc2ccccc12)C1CCS(=O)(=O)C1 (stereo not drawn)	36%	44%	7%	118%	-12%	0%	8.0%	12%	-7%
Cc1ccc(OCC(=O)NCCCNC(=O)c2ccco2)cc1C	15%	1.4%	5%	3%	x	-11%	1.0%	-12%	24%

A section from further up, for reference:
SMILES	AID2073	HIV peptide binding	Rac1 GTP hydrolysis	SIAH1 antagonists	XIAP antagonists	LYP phosphatase	RSV antiviral HEp-2	Dengue-2 NS5 capping	Large T inhibition	others
CC(=O)[C@@]1(O)C(C)CC2C3C=C(C)C4=Cc5c(cnn5-c5ccccc5)C[C@]4(C)C3C(O)C[C@@]21C (stereo partly drawn)	12%	0.5%	4%	2%	x	9%	-2.0%	0%	5%
O=C(Nc1ccc(-c2nc3ccccc3s2)cc1)C1=COCCO1	7%	-0.8%	7%	10%	-5.0%	-10%	0.6%	-1%	11%

Carrying on.
SMILES	AID2073	HIV peptide binding	Rac1 GTP hydrolysis	SIAH1 antagonists	XIAP antagonists	LYP phosphatase	RSV antiviral HEp-2	Dengue-2 NS5 capping	Large T inhibition	others
COc1ccc(CC(=O)N2CCNC2=O)cc1	-41%	2.6%	4%	2%	-0.9%	0%	4.5%	-10%	3%	Dengue-2 NS5 capping pilot replicate=3.0
Cc1nn(CC(=O)Nc2ccc(Cl)cn2)c(C)c1[N+](=O)[O-]	-4%	1.2%	7%	2%	-2.4%	6%	1.8%	0%	4%
CCCCC(=O)Nc1ccccc1CC	0%	-0.9%	8%	0%	x	-5%	0.2%	-5%	23%
CCOc1cc(C(=O)OCC(=O)N(C)c2ccccc2)cc(OCC)c1OCC	-2%	0.1%	2%	2%	x	-11%	2.7%	2%	9%
Cc1nccn1CCCNC(=O)C1CCC(=O)N(Cc2ccccc2F)C1 (stereo not drawn)	12%	-1.3%	12%	-3%	x	-4%	0.5%	1%	-20%
CC1(C)Cc2ccccc2C(=NC(Cc2ccccc2)C(=O)O)N1 (stereo not drawn)	2%	1.4%	2%	-2%	x	-14%	0.3%	-2%	-2%
Cc1cc(NC(=O)CCC(=O)N(CC(=O)NC2CCCC2)c2ccc3c(c2)OCCO3)no1	0%	1.2%	4%	1%	-3.3%	-4%	2.4%	11%	7%
COc1cc(CNCc2ccccc2)cc(Cl)c1OC	3%	-0.3%	6%	6%	-4.8%	-9%	-1.2%	-2%	6%
Cc1ccc(S(=O)(=O)N2[C@@H](c3cccc(Cl)c3)C(C(=O)O)=CC[C@H]2c2cccc(C)c2)cc1	x	x	9%	x	x	x	15%	21%	22%
Cc1ccc(C(=O)OCC(=O)NCC(F)(F)F)cc1C	7%	1.8%	7%	6%	-2.2%	-5%	2.3%	3%	7%
CC1CCN(CC(=O)Nc2ccccc2Sc2ccccc2)CC1	1%	0.3%	9%	0%	-5.7%	-7%	2.1%	-8%	3%
CCOc1cc(C2Nc3ccccc3C(=O)N2c2ccccc2OC)ccc1O (stereo not drawn)	14%	0.6%	12%	1%	-2.5%	-3%	0.1%	-8%	4%
COc1ccc(C(=O)COC(=O)CCN2C(=O)[C@@H]3[C@H](C2=O)[C@@H]2C[C@H]3C(Br)C2Br)cc1 (stereo partly drawn)	0%	-1.5%	6%	14%	-2.0%	-4%	1.8%	-7%	-48%
O=C1CCCc2c1nn(-c1ccccc1)[n+]2[O-]	-4%	0.2%	5%	2%	-2.9%	1%	3.2%	1%	-1%
COc1ccc(NC(=S)NC(=O)c2cncc(Br)c2)cc1	x	x	16%	x	x	x	21%	9%	10%
C=CCn1c(=O)c2ccccc2n2nnc(C(=O)OCC)c12	0%	0.9%	x	9%	x	-6%	2.1%	x	6%
O=C(O)/C=C/c1ccc(OCc2cccc(F)c2)cc1	24%	5.6%	3%	4%	-4.2%	-5%	2.2%	5%	23%
CC1CC(NC(=O)/C=C/C(=O)O)CC(C)(C)C1 (stereo not drawn)	-8%	-1.1%	5%	-5%	x	-8%	x	3%	2%

A portion taken from the entries so far:
SMILES	AID2073	HIV peptide binding	Rac1 GTP hydrolysis	SIAH1 antagonists	XIAP antagonists	LYP phosphatase	RSV antiviral HEp-2	Dengue-2 NS5 capping	Large T inhibition	others
Cc1cc(NC(=O)CCC(=O)N(CC(=O)NC2CCCC2)c2ccc3c(c2)OCCO3)no1	0%	1.2%	4%	1%	-3.3%	-4%	2.4%	11%	7%
COc1cc(CNCc2ccccc2)cc(Cl)c1OC	3%	-0.3%	6%	6%	-4.8%	-9%	-1.2%	-2%	6%
Cc1ccc(S(=O)(=O)N2[C@@H](c3cccc(Cl)c3)C(C(=O)O)=CC[C@H]2c2cccc(C)c2)cc1	x	x	9%	x	x	x	15%	21%	22%
Cc1ccc(C(=O)OCC(=O)NCC(F)(F)F)cc1C	7%	1.8%	7%	6%	-2.2%	-5%	2.3%	3%	7%
CC1CCN(CC(=O)Nc2ccccc2Sc2ccccc2)CC1	1%	0.3%	9%	0%	-5.7%	-7%	2.1%	-8%	3%
CCOc1cc(C2Nc3ccccc3C(=O)N2c2ccccc2OC)ccc1O (stereo not drawn)	14%	0.6%	12%	1%	-2.5%	-3%	0.1%	-8%	4%
COc1ccc(C(=O)COC(=O)CCN2C(=O)[C@@H]3[C@H](C2=O)[C@@H]2C[C@H]3C(Br)C2Br)cc1 (stereo partly drawn)	0%	-1.5%	6%	14%	-2.0%	-4%	1.8%	-7%	-48%
O=C1CCCc2c1nn(-c1ccccc1)[n+]2[O-]	-4%	0.2%	5%	2%	-2.9%	1%	3.2%	1%	-1%
COc1ccc(NC(=S)NC(=O)c2cncc(Br)c2)cc1	x	x	16%	x	x	x	21%	9%	10%
C=CCn1c(=O)c2ccccc2n2nnc(C(=O)OCC)c12	0%	0.9%	x	9%	x	-6%	2.1%	x	6%
O=C(O)/C=C/c1ccc(OCc2cccc(F)c2)cc1	24%	5.6%	3%	4%	-4.2%	-5%	2.2%	5%	23%
CC1CC(NC(=O)/C=C/C(=O)O)CC(C)(C)C1 (stereo not drawn)	-8%	-1.1%	5%	-5%	x	-8%	x	3%	2%
